Bioassay records (PubChem BioAssay)
TEAD-YAP inh – TEAD-YAP interaction inhibition, primary screen, TEAD-YAP interaction inhibitor project, luminescence, HEK-TIYL cells; inhibition, % at 9.12 µM; AID 1259422, 2018; hit rate 1.4% among 640,000; TEAD-Gal4/YAP UAS-luciferase luminescence; in the data active = inhibition above about 32%;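 also: 0% = median of test compound wells and 100% = reference inhibitor wells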
MITF inh – MITF inhibitors, primary screen, biochemical, AlphaScreen, human. Microphthalmia-associated transcription factor (Homo sapiens), O75030. hit rate 0.91% among 650,000. AlphaScreen MITF homodimerization, bead proximity signal. inhibition, % at 2.6 µM. AID 1259374, 2018; in the data active = inhibition above about 50%;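 also: 0% = vehicle wells with protein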
Target sequence (O75030 whole entry, looked up): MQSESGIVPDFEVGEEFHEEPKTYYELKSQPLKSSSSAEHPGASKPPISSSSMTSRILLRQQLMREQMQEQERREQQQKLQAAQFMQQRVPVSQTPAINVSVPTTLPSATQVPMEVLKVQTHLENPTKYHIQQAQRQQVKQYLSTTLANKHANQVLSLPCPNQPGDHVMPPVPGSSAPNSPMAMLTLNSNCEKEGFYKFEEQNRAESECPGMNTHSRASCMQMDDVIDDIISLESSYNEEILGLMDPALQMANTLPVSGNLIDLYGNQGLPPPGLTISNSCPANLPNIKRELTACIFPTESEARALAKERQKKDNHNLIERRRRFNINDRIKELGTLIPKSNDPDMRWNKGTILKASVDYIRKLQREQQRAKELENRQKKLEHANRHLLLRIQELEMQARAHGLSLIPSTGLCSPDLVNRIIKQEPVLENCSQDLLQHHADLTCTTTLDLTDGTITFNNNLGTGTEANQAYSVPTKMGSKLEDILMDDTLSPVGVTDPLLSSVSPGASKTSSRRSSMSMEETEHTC
FBW7 act – FBW7 E3 ligase activators, primary screen, biochemical, AlphaScreen, human; F-box/WD repeat-containing protein 7 (Homo sapiens), Q969H0; AlphaScreen FBW7–phospho-cyclin E peptide binding, activator screen; normalized activity (activation), % at 26.1 µM; hit rate 0.13% among 650,000; in the data active = normalized activity above about 1.9%;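 also: purified mutant Fbw7 with reduced substrate affinity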
GPR151 activ – activators of human GPR151, primary screen, cell-based, PathHunter beta-arrestin, luminescence; G-protein coupled receptor 151 (Homo sapiens), Q8TDV0; PathHunter beta-arrestin GPR151 cells; activation, % at 11.2 µM; hit rate 1% among 650,000; AID 1508602, 2020; in the data active = activation above about 4.9%;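 also: 0% = median of compound wells and 100% = cells with positive control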
Target sequence (Q8TDV0 whole entry, looked up): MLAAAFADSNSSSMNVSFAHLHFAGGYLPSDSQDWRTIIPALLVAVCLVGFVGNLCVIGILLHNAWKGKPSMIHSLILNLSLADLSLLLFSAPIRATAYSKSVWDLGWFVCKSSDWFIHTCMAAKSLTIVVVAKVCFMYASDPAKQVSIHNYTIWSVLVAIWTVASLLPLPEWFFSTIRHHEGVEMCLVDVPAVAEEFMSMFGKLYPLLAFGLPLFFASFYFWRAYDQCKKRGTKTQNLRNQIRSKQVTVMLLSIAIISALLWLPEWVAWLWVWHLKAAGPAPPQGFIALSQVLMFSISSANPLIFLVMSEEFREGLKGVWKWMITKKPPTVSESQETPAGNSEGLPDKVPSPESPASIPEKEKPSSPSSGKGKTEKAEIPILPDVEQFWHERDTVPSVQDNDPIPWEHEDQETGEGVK
Starred values were filed as active, the others as inactive; · = no result given. This is a random part of the collection; any-hit rate near 3.4%.

Values run as follows: TEAD-YAP inh | MITF inh | FBW7 act | GPR151 activ
1. CN(C)c1cccc(Nc2ccc(-n3cc(CC(=O)NC4CCN(Cc5ccccc5)CC4)c4ccccc43)nn2)c1
  -9 | 29 | -0.1 | -0.8
2. COc1ccc(N2C(=O)c3ccc(OC)c(OC)c3C2=O)cc1
  15 | 1 | -0.2 | -0.6
3. COc1ccc(C(=O)N2CC(=O)N(CCc3ccccc3)C(=O)C2)cc1
  -5 | 13 | 0.1 | -0.4
4. Cc1cc(N2CCCC(C(=O)NC3CC3)C2)nc(N)n1 (centres undefined)
  4 | -3 | 0.0 | 2.0
5. CC1(C)CC(=O)C(C(C2=C(O)CC(C)(C)CC2=O)c2ccc(Cl)cc2Cl)C(=O)C1 (centres undefined)
  11 | 11 | 0.1 | 0.2
6. O=C(CN1CCC(C(=O)c2ccc3c(c2)OCCO3)CC1)NCc1ccc(F)cc1
  2 | -4 | -0.1 | 1.4
7. COc1ccc(-c2nn(-c3ccccc3)cc2/C=C/C(N)=O)cc1OC
  5 | 1 | 0.1 | 2.1
8. CCOc1ccc(/C=N/n2nnnc2N)cc1OCC
  3 | 11 | 0.9 | -0.8
9. CC(=O)Nc1ccc(-c2cc(N)n(-c3ccccc3)n2)cc1
  -72 | -5 | 0.0 | -4.4
10. COc1cc(NC(=O)c2cccc(C)c2)c(OC)cc1NC(=O)CN1CCOCC1
  4 | 13 | -0.2 | -0.9

Exported with bars between the fields: part of the list above
nr | smiles | TEAD-YAP inh | MITF inh | FBW7 act | GPR151 activ
4 | Cc1cc(N2CCCC(C(=O)NC3CC3)C2)nc(N)n1 (centres undefined) | 4 | -3 | 0.0 | 2.0
8 | CCOc1ccc(/C=N/n2nnnc2N)cc1OCC | 3 | 11 | 0.9 | -0.8
1 | CN(C)c1cccc(Nc2ccc(-n3cc(CC(=O)NC4CCN(Cc5ccccc5)CC4)c4ccccc43)nn2)c1 | -9 | 29 | -0.1 | -0.8

Continued.
Values run as follows: TEAD-YAP inh | MITF inh | FBW7 act | GPR151 activ
11. CCOC(=O)c1sc(=S)n(-c2cccc(C)c2)c1N
  -4 | -6 | -0.2 | -0.2
12. O=C(CSc1nc2cc(C(=O)NCC3CCCO3)ccc2c(=O)n1Cc1ccco1)c1ccc(Br)cc1 (centres undefined)
  5 | -2 | -0.1 | 1.6
13. CCCCNC(=O)C(=O)NCC1OCCCN1S(=O)(=O)c1ccc(OC)c(OC)c1 (centres undefined)
  -4 | 2 | 0.0 | -0.2
14. O=C(Nc1ccc(F)c([N+](=O)[O-])c1)C1CCCC1
  -6 | 8 | 0.1 | -1.0
15. O=C(Nc1ccc(Cl)cc1C(=O)c1ccccc1)c1ccc(S(=O)(=O)N2CCc3ccccc32)cc1
  3 | 0 | 0.2 | 0.8
16. CCc1ccccc1NC(=O)C(CC)Sc1nc2cc(OC)c(OC)cc2c(=O)n1CCc1ccc(Cl)cc1 (centres undefined)
  1 | -4 | 0.2 | -1.6
17. C=CCn1c(=O)c2c(nc3n(-c4ccc(OCC)cc4)c(C)cn23)n(C)c1=O
  -2 | 10 | 0.9 | -0.5
18. CC(=O)NCCNC(=O)c1ccc2c(=O)n(CCc3ccccc3)c(=O)[nH]c2c1
  -17 | -1 | 0.1 | 0.6
19. CCOC(=O)C1=C(c2ccccc2)Nc2c(c(=O)n(C)c(=O)n2C)C1c1ccncc1 (centres undefined)
  1 | -1 | 0.1 | -0.6
20. Cc1ccc(S(=O)(=O)NCCc2csc(-c3cccc(F)c3)n2)cc1C
  -10 | 2 | 0.4 | 0.8
21. CCC(CO)NC(=O)NC1CC(=O)N(c2ccc(OC)c(OC)c2)C1 (centres undefined)
  7 | -2 | -0.2 | 0.4
22. CC(C)(C)C1(O)CC(C(F)(F)F)=NN1C(=O)c1cccc([N+](=O)[O-])c1 (centres undefined)
  1 | 4 | 0.2 | 0.1
23. O=C1CCCN1C(=O)CSc1nnc(-c2ccco2)n1Cc1ccccc1
  0 | -4 | 0.0 | -1.4
24. Cc1ccc(S(=O)(=O)NCc2ccc3c(c2)OCO3)cc1
  6 | 10 | -0.1 | 0.1
25. CC(NC(=O)/C(=C/c1ccccc1)NC(=O)c1cccc(Br)c1)C(=O)O (centres undefined)
  0 | 14 | 0.1 | -0.2
26. Cc1cc(C)c(S(=O)(=O)Oc2ccccn2)c(C)c1
  3 | -4 | -0.1 | -3.0
27. CN(Cc1ccccc1)S(=O)(=O)c1ccc(F)c(C(=O)Nc2cc(C(F)(F)F)ccc2Cl)c1
  -3 | 24 | 0.0 | -1.9
28. COC(=O)CCC[C@H](O)[C@H](O)CO
  · | 10 | · | 0.4
29. COc1cc(OC)cc(C(=O)Nc2ccc(Cc3ccc(NC(=O)c4cc(OC)cc(OC)c4)c(C(=O)O)c3)cc2C(=O)O)c1
  -2 | 2 | 0.2 | -0.1
30. CC1(C)CC(=O)C2=C(C1)Nc1cc(C(=O)c3ccccc3)ccc1NC2c1ccncc1 (centres undefined)
  -2 | 1 | 0.0 | -2.1
31. COC(=O)Nc1ccc(S(=O)(=O)N2CCCC2)cc1
  -2 | -1 | -0.7 | 0.3
32. CCOC(=O)N1CCC(N2CCCC(C(=O)Nc3ccc(-c4ccco4)cc3)C2)CC1 (centres undefined)
  8 | -5 | 0.0 | 0.8
33. COc1ccc(OC)c(-n2c(CN3CCC(C(N)=O)CC3)nc3ccccc3c2=O)c1
  15 | 5 | -0.1 | 5.6*
34. COc1ccc(C(=O)NC(Nc2cccc(Cl)c2)C(=O)c2ccccc2)cc1 (centres undefined)
  -6 | 0 | 0.1 | -0.6
35. CCOC(=O)c1c(C)n(-c2ccccc2OC)c2c1cc(O)c1ccccc12
  -29 | -2 | 0.0 | -0.8
36. CN1CCN(S(=O)(=O)c2ccc3c(c2)C(C)(C)C(=O)N3C)CC1
  -5 | -7 | -0.3 | 2.6
37. CCOc1ccc(/C=C2/C(=O)NC(=O)N(Cc3ccc(F)cc3)C2=O)cc1
  -4 | -17 | -0.6 | -1.5
38. Cc1onc(-c2ccccc2Cl)c1C(=O)Nc1ccc2c(c1)oc1ccccc12
  -2 | 2 | 0.0 | 3.2
39. CCOC(=O)c1c(NC(=O)c2ccc(C)c([N+](=O)[O-])c2)sc(C(=O)Nc2ccccc2F)c1C
  -13 | 10 | 0.1 | 1.0
40. Cc1ccccc1NC(=O)C1(N(C)C(=O)Cc2nc(N)n[nH]2)CCCCC1
  14 | 29 | -0.4 | -1.2
41. CCCN1CCC(N(C(=O)CCC(=O)NCc2cccnc2)C2CC2)CC1
  -8 | -8 | -0.3 | 1.1
42. CCCCn1c(CNC(=O)c2ccccc2F)nnc1SC(C)C(=O)Nc1sc2c(c1C(=O)OCC)CCC2 (centres undefined)
  5 | 4 | -0.1 | 2.4
43. O=C(COc1ccccc1)N/N=C/c1ccc2c(c1)OCO2
  -7 | 3 | 0.1 | -0.1
44. Cc1cc2c(cc1C)C(c1cc(F)ccc1F)CC(=O)N2 (centres undefined)
  5 | 10 | 0.0 | 0.4
45. CCc1cccc(NC(=O)/C=C/c2ccc(OC)c(OC)c2)c1
  5 | 9 | -0.3 | 0.1
46. Cc1ccc(OCC(O)CN2CCN(CCN3C(=O)c4cccc5cccc(c45)C3=O)CC2)c(C)c1 (centres undefined)
  -10 | 16 | 0.0 | 0.8
47. CCC(CC)CN1CCc2nnc(C3CCCO3)n2CC1 (centres undefined)
  -4 | 2 | 0.1 | -0.8
48. CCOC(=O)C(NC(=O)/C(=C/c1ccccc1F)NC(=O)c1ccccc1)C(C)O (centres undefined)
  -3 | 8 | -0.1 | -0.2
49. O=C(COc1ccc(S(=O)(=O)N2CCCC2)cc1)Nc1ccccc1F
  2 | -2 | -0.1 | -0.1
50. Cc1cccc(N2CC(O)(c3cccs3)[N+]3=C2CCCC3)c1 (centres undefined)
  -2 | 8 | 0.0 | 1.1
51. CC1CCC(C(C)C)C2=C1C(c1ccc(N(C)C)cc1)C(C(N)=O)C(=O)N2 (centres undefined)
  1 | 2 | 0.0 | 0.9
52. Cc1cccc(-c2cc(C(=O)NCCN3CCOCC3)c3ccccc3n2)c1
  17 | 12 | 0.2 | -0.5
53. N/C(=N\OC(=O)CCCc1ccccc1)c1ccc([N+](=O)[O-])cc1
  7 | 0 | -0.1 | 0.6
54. O=C(/C=C/c1cccs1)NC1CCN(Cc2ccccc2)CC1
  -9 | 6 | 0.0 | 1.6
55. Cn1c(=O)[nH]c(=O)c2c1nc(N1CCCC1)n2CC(=O)c1ccccc1
  -2 | -1 | 0.0 | 1.4
56. CC1Cc2ccccc2N1C(=O)C(=O)c1c[nH]c2ccccc12 (centres undefined)
  -7 | 6 | 0.3 | 2.6
57. COc1cc(C=Nc2ccccc2C(N)=O)ccc1O
  -4 | 3 | 0.2 | -0.5
58. Cc1ccc(NC(=O)C(=O)NCCc2ccc(F)cc2)cc1
  11 | 14 | 0.3 | 0.0
59. CC1CCN(C(=O)c2ccc(S(=O)(=O)N3CCCCC3)cc2)CC1
  3 | 10 | 0.0 | 0.2
60. O/C(=C(\C(=S)NCCN1CCOCC1)[n+]1ccccc1)c1cccs1
  -6 | 16 | 0.0 | -0.3

Next structures follow:
Values run as follows: TEAD-YAP inh | MITF inh | FBW7 act | GPR151 activ
61. Fc1ccc(C2=CC(c3cccs3)n3nnnc3N2)cc1 (centres undefined)
  -1 | 8 | 0.2 | -0.5
62. O=C(NC1CC1)c1ccc2c(c1)N(Cc1ccc(F)cc1)C(=O)CS2=O (centres undefined)
  2 | -10 | -0.3 | 1.8
63. O=C(Nc1c2c(nn1-c1ccc([N+](=O)[O-])cc1)CS(=O)(=O)C2)c1cc(Cl)ccc1Cl
  1 | 1 | 0.1 | 0.2
64. O=C(COC(=O)CNC(=O)c1cc(Cl)cc([N+](=O)[O-])c1)NC(=O)NCc1ccco1
  13 | 5 | -0.1 | -1.7
65. COc1ccc(NC(=O)C2C3CCCC2C3c2ccccc2)cc1 (centres undefined)
  -3 | -7 | 0.1 | -1.9
66. O=C(NCC(c1ccco1)S(=O)(=O)c1ccc(F)cc1)OCc1ccccc1 (centres undefined)
  -1 | 0 | 0.0 | 2.4
67. COc1cc(Nc2cccc(C(=O)NCc3nc4ccccc4[nH]3)c2)cc(OC)c1OC
  8 | 6 | -0.2 | -0.8
68. O=C(NCc1ccccc1)c1cnn2c(C(F)F)cc(-c3ccccc3)nc12
  8 | 4 | 0.0 | -0.4
69. COc1ccc(/C=C2\C=C(c3ccccc3)N(c3ccccc3Cl)C2=O)cc1
  -22 | 27 | 1.2 | -1.2
70. CCOc1ccccc1NC(=O)Cc1ccc(OC)c(OC)c1
  -7 | -5 | 0.0 | 0.2
71. COc1cccc(C(=O)Nc2nnc(-c3ccc(C)c(C)c3)o2)c1
  8 | -1 | -0.5 | 0.6
72. Cc1ccc(CNCc2c(C(=O)O)c(C)n(Cc3ccccc3C)c2C)o1
  8 | 20 | 0.0 | -0.8
73. O=c1[nH]c2ccccc2cc1-c1noc(-c2ccco2)n1
  -12 | 5 | 0.1 | 1.1
74. COc1ccc2nc(N3CCCC(C)C3)cc(C)c2c1 (centres undefined)
  -28 | -9 | 0.0 | -0.1
75. COc1ccc(NC(=O)C2CCC(=O)N2S(=O)(=O)c2ccc(C)cc2)cc1 (centres undefined)
  7 | 11 | 0.6 | -2.6
76. CCOC(=O)c1ccc(NC(=O)C(C)Sc2nc(=O)cc(N)n2-c2ccccc2)cc1 (centres undefined)
  -7 | -9 | 0.0 | 0.0
77. COc1cc(C(=O)NCCNc2ccc(C(F)(F)F)cc2[N+](=O)[O-])cc(OC)c1OC
  2 | 0 | 0.1 | 3.7
78. CC(C)(C)c1ccc(NC(=O)COC(=O)c2ccc(Cl)cc2N)cc1
  -1 | 17 | 0.5 | 0.6
79. C=CCN(C(=O)c1cn(CC)c(=O)c2cc(OC)c(OC)cc12)c1ccccc1
  -21 | -10 | 0.9 | 0.6
80. CC(=O)C1=C(O)C(=O)N(c2nc3ccccc3s2)C1c1ccc(Br)cc1 (centres undefined)
  -35 | -1 | -0.2 | 0.1
81. Cc1ccc(Sc2nc3c(c(=O)[nH]c(=O)n3C)n2Cc2ccccc2Cl)cc1
  -3 | 0 | 0.0 | -1.8
82. C=CCn1c(COc2cccc(C)c2C)n[nH]c1=S
  4 | 4 | 0.0 | 5.0*
83. COC(=O)c1cccc(C(=O)Oc2ccccc2NC(C)=O)n1
  -13 | 7 | -0.2 | -1.0
84. CCNC(=O)CN1C(=O)c2ccccc2C1=O
  10 | 6 | 0.2 | 2.2

Reprinted at random: 4 compounds from above.
Values run as follows: TEAD-YAP inh | MITF inh | FBW7 act | GPR151 activ
8. CCOc1ccc(/C=N/n2nnnc2N)cc1OCC
  3 | 11 | 0.9 | -0.8
19. CCOC(=O)C1=C(c2ccccc2)Nc2c(c(=O)n(C)c(=O)n2C)C1c1ccncc1 (centres undefined)
  1 | -1 | 0.1 | -0.6
59. CC1CCN(C(=O)c2ccc(S(=O)(=O)N3CCCCC3)cc2)CC1
  3 | 10 | 0.0 | 0.2
65. COc1ccc(NC(=O)C2C3CCCC2C3c2ccccc2)cc1 (centres undefined)
  -3 | -7 | 0.1 | -1.9
